Assay outcomes (PubChem BioAssay)
aGal spleen mod = alpha-galactosidase A (human) modulation; P06280; human spleen homogenate, 4MU-alpha-Gal fluorescence, 40 min; Potency, µM (series often up to 80 µM), without a hit: at the highest dose activity change, negative = inhibition, actives largely listed as inhibitors; 240,000 tested, 0.008% active; AID 2107;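 also: 0% = enzyme with vehicle and -100% = no enzyme basal signal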
Target sequence (P06280 32-429 limits assumed): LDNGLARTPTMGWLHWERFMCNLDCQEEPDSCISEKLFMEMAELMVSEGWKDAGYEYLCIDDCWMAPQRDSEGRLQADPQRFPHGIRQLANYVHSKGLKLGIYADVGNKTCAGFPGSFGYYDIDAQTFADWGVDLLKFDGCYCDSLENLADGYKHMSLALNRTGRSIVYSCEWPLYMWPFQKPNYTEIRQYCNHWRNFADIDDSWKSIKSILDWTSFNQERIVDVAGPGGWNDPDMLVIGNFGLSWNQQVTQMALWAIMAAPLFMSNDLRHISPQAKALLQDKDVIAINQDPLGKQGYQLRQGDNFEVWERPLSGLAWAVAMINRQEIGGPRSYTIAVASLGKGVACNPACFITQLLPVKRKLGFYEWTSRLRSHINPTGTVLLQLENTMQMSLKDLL
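Spleen homogenate 1 ug + cpd (titration) + 4-MU-alpha-D-galactopyranoside 1 mM; 37C 40 min; 50 mM citrate/phosphate pH 5.0, 0.01% Tween-20; stop pH 10; fluorescence 365/440; AC50 via Hill.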
GAA inh = alpha-glucosidase (human) inhibition; P10253; purified human GAA, 4-MU-alpha-glucoside fluorescence; Potency, µM (doses to about 76.9 µM), for inactives: at the top dose activity change, negative = inhibition, actives largely listed as inhibitors; 200,000 tested, 0.005% active; AID 1466;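 also: plate controls were uninhibited enzyme wells for no effect and no-enzyme background for full effect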
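Read-out is 4-methylumbelliferone fluorescence (Ex 365/Em 440 nm) after NaOH/glycine stop at pH 10. Enzyme 4 nM, substrate 400 uM, pH 5.0 citrate buffer, 20 min room temperature; AC50 from Hill-equation concentration-response.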
RGS12 GoLoco inh = RGS12 GoLoco-Gai1 interaction inhibition | Gai1:RGS12 GoLoco peptide FP, rhodamine, 10 min | Potency, µM (series often up to 61.6 µM), inactives show at the highest dose activity, negative = inhibition, most hits filed as inhibitors | 230,000 tested, 0.44% active; active = well fitted inhibition curve with a large enough effect, not every such curve was filed as active; inactive = no such curve, though single readings can be large or run the other way; also: % is scaled to controls: 0 for no effect and ±100 for the full control effect; nearly all actives have a fitted effect of over 30% in size; many of its hits are not listed in these tables
Target sequence (P63096 whole entry, looked up): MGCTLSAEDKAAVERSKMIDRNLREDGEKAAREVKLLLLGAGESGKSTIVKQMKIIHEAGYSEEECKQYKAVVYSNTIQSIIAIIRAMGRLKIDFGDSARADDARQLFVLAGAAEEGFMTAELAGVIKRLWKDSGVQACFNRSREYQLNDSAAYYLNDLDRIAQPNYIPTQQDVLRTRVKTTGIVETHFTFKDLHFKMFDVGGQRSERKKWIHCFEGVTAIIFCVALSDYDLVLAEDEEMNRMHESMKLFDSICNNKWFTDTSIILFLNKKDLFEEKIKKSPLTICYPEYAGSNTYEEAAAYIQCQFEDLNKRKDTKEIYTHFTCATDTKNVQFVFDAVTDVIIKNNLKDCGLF
GAA spleen mod = inhibitors or activators of human alpha-glucosidase in spleen homogenate; P10253; human spleen homogenate, 4-MU-alpha-glucoside fluorescence; Potency, µM (titrated, usually from 79.9 µM), without a hit: at the top dose activity change, negative = inhibition, usual class: inhibitors; 240,000 tested, 0.006% active;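 also: 0% = enzyme with vehicle and -100% = no enzyme basal signal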
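Enzyme source: human spleen homogenate, 1 ug/well. Buffer 50 mM citric acid/K phosphate pH 5.0, 0.01% Tween-20. 4-MU-alpha-glucoside 1 mM; 37 C x 40 min; NaOH/glycine stop; fluorescence.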
KDM4E inh = JMJD2E (human) inhibition; JMJD2E catalytic domain, FDH-coupled NADH fluorescence (FDH is formaldehyde dehydrogenase); Potency, µM (titrated, usually from 57.1 µM), for inactives: at the highest dose activity change, negative = inhibition, actives largely listed as inhibitors; 230,000 tested, 1.6% active; active = well fitted inhibition curve with a large enough effect, not every such curve was filed as active; inconclusive = small, poorly fitted or top-dose-only effect, or another doubt; inactive = no such curve, though single readings can be large or run the other way;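 also: 0% = wells with enzyme and -100% = buffer wells without enzyme; nearly all actives have a fitted effect of over 50% in size; many of its hits are not listed in these tables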
Target sequence (B2RXH2 1-337 limits assumed): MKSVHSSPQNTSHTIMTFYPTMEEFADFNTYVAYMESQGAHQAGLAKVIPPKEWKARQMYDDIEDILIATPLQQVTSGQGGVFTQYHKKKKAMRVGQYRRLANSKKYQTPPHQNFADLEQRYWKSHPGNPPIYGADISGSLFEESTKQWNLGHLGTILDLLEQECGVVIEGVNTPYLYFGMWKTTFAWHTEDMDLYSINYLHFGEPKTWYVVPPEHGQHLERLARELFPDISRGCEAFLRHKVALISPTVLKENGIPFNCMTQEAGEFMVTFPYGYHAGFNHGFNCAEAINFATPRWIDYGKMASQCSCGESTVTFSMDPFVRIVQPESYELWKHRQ
GAA glycogen mod = inhibitors or activators of human alpha-glucosidase glycogen cleavage. P10253. recombinant GAA, glycogen substrate, Amplex Red glucose oxidase fluorescence. Potency, µM (top dose mostly 76.4 µM), without a hit: at the highest dose activity change, negative = inhibition, usual class: inhibitors. 300,000 tested, 0.38% active;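 also: 0% = full enzyme reaction and -100% = no-enzyme basal signal; the screen sought inhibitors and activators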
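Natural-substrate format: glycogen cleavage by 4 nM human enzyme, glucose read by Amplex Red coupling (Ex 573, Em 610 nm). Normalized to enzyme and no-enzyme controls.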
ALDH1A1 inh = ALDH1A1 (human) enzyme inhibition; 220,000 tested, 7.3% active; Purified ALDH1A1, NADH fluorescence, propionaldehyde substrate; Potency, µM (highest dose often 75.3 µM), for the others: at the top dose activity, negative = inhibition, actives largely listed as inhibitors; AID 1030; active = well fitted inhibition curve with a large enough effect, not every such curve was filed as active; inconclusive = small, poorly fitted or top-dose-only effect, or another doubt; inactive = no such curve, though single readings can be large or run the other way;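 also: plate controls were no enzyme wells and a reference inhibitor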
SMN2 splice up = SMN2 splice variant enhancement. AID 1458. Potency, µM (top dose mostly 46.1 µM), for inactives: at the highest dose activity change, positive = activation, hits mostly activators. 210,000 tested, 2.8% active. HEK293 SMN2-luciferase splicing reporter, luminescence, 30-36 h; also: % of control where 0% means no effect; nearly all actives have a fitted effect of over 55% in size
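HEK293 cells carry an SMN2 minigene-luciferase reporter in which exon 7 inclusion puts luciferase in frame. Cells were seeded at 2000 cells/well, attached for 10-12 hours, then exposed to compounds for 30-36 hours at 37C before ONE-Glo luminescence.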
An asterisk follows results filed as active; ? = inconclusive; nt = no result given; [ ] = another dose, or the depositor's remark. Unless noted, calls follow the shape of the dose curve; as a rule, active = well fitted curve in the direction sought with a large enough effect; inconclusive = small, poorly fitted or top-dose-only effect, or another doubt; inactive = no such curve, though single readings can be large; an effect the other way counts as inactive or inconclusive. Potency is read from the fitted curve at half-maximal effect.

SMILES	aGal spleen mod	GAA inh	RGS12 GoLoco inh	GAA spleen mod	KDM4E inh	GAA glycogen mod	ALDH1A1 inh	SMN2 splice up
COc1ccc(C2/C(=C(\O)c3cccc(OC)c3)C(=O)C(=O)N2c2ccccn2)cc1 (stereo unspecified)	-2%	-10%	7%	5%	?	-14%	-16%	1%
Cc1ccn2c(-c3n[nH]c(=S)n3Cc3ccccc3)c(C)nc2c1	1%	-3%	5%	-7%	-13%	-11%	?	-5%
CN(C)c1cc(-c2ccccc2)nc(N)n1	2%	-8%	18%	-3%	6%	-17%	16%	17%
COc1cccc(N2CCN(C(=O)CCn3c(=S)[nH]c4cc5c(cc4c3=O)OCO5)CC2)c1	4%	-6%	5%	1%	3%	-5%	2%	-11%
COc1cnc(SCc2ccc(Cl)cc2)nc1Cl	1%	-4%	6%	-3%	-1%	-4%	-3%	-9%
CCCc1nc(N)nc2c1C(=O)CC(C)(C)C2	7%	-3%	-6%	5%	3%	12%	-16%	14%
Cn1c(CN2CCCC2)nc2cc(NS(=O)(=O)c3ccc(Cl)cc3)ccc21	-5%	-5%	5%	-8%	1%	-2%	-5%	10%
CCOC(=O)c1c(C)[nH]c(C(=O)CSc2nnc(CC(C)c3ccccc3)o2)c1C (stereo unspecified)	-4%	-3%	18%	-7%	3%	8%	-4%	-30%
COc1ccc(Br)cc1/C=N/NC(=O)c1cc(Br)ccc1O	-5%	2%	15%	-16%	?	-1%	1%	14%
Cn1nccc1C(=O)N/N=C/c1cccnc1	9%	nt	-11%	2%	0%	5%	nt	nt
COC(=O)c1cc(=O)n(CCc2ccc(OC)c(OC)c2)c(=Nc2ccc(F)c(Cl)c2)s1	-2%	-8%	16%	-6%	-3%	-15%	-4%	-25%
O=C(Nc1ccc2c(c1)OCO2)C1CC(c2ccc(F)cc2)=NO1 (stereo unspecified)	0%	8%	8%	-16%	-4%	2%	?	-2%
O=C(COc1ccc([N+](=O)[O-])cc1)N/N=C/c1cc([N+](=O)[O-])ccc1N1CCOCC1	2%	-1%	-10%	-18%	1%	10%	3.5µM*	-6%
Brc1cccc(-c2nnc3n2CCCCC3)c1	9%	?	4%	5%	7%	5%	-12%	nt
CCC(=O)Nc1ccc(-c2nn3c(C)nnc3s2)cc1C	7%	3%	-4%	-19%	-11%	4%	?	30%
CC1CCCCN1S(=O)(=O)c1ccc2c(c1)CCN2C(=O)CCC(=O)O (stereo unspecified)	1%	4%	1%	-4%	5%	-13%	-2%	-14%
O=C(NCc1ccccc1)C(c1ccccc1)N(Cc1cccs1)C(=O)c1cnccn1 (stereo unspecified)	-4%	-1%	2%	9%	1%	-1%	4%	-8%
CC(=O)Nc1cn(C(C)=O)c(C)n1	-7%	2%	5%	-6%	2%	2%	4%	nt
Cc1ccc(/C(O)=C2\C(=O)C(=O)N(CC(C)O)C2c2ccc(N(C)C)cc2)cc1 (stereo unspecified)	-3%	-16%	-13%	-4%	-16%	-20%	?	2%
CN(C)[C@@H]1C(=O)C(C(=O)NCN2CCCC2)=C(O)[C@@]2(O)C(=O)C3=C(O)c4c(O)cccc4[C@@](C)(O)C3CC12 (stereo partly specified)	1%	1%[15.4 µM]	-32%	-2%	?	-9%	?	-21%
CCOc1cccc(CNn2cnnc2)c1OCc1ccccc1	4%	-8%	13%	7%	4%	-8%	0%	9%
Cc1cccc(CSc2ccc(-c3ccco3)nn2)c1	-7%	?	4%	-18%	-28%	-4%	?	?
CC(=C/C(=O)O)/C(=C/c1ccccc1)C(=O)O	7%	2%	8%	5%	1%	-6%	9%	10%
CC(=O)Nc1ccc(NC(=O)C23CC4CC(C2)CC(n2cnc(Br)n2)(C4)C3)cc1	-3%	8%	14%	2%	1%	-3%	?	1%
CN(/N=C/c1ccccc1Cl)c1ncc(Cl)cc1C(F)(F)F	-2%	-5%	-3%	0%	-11%	0%	0%	nt

Five entries from above, reformatted:
Order of values – aGal spleen mod | GAA inh | RGS12 GoLoco inh | GAA spleen mod | KDM4E inh | GAA glycogen mod | ALDH1A1 inh | SMN2 splice up
CN(C)c1cc(-c2ccccc2)nc(N)n1
  2% | -8% | 18% | -3% | 6% | -17% | 16% | 17%
COc1cccc(N2CCN(C(=O)CCn3c(=S)[nH]c4cc5c(cc4c3=O)OCO5)CC2)c1
  4% | -6% | 5% | 1% | 3% | -5% | 2% | -11%
COc1cnc(SCc2ccc(Cl)cc2)nc1Cl
  1% | -4% | 6% | -3% | -1% | -4% | -3% | -9%
CCCc1nc(N)nc2c1C(=O)CC(C)(C)C2
  7% | -3% | -6% | 5% | 3% | 12% | -16% | 14%
Cn1c(CN2CCCC2)nc2cc(NS(=O)(=O)c3ccc(Cl)cc3)ccc21
  -5% | -5% | 5% | -8% | 1% | -2% | -5% | 10%

Of the compounds above, 2 have a COOH group:
SMILES	aGal spleen mod	GAA inh	RGS12 GoLoco inh	GAA spleen mod	KDM4E inh	GAA glycogen mod	ALDH1A1 inh	SMN2 splice up
CC1CCCCN1S(=O)(=O)c1ccc2c(c1)CCN2C(=O)CCC(=O)O (stereo unspecified)	1%	4%	1%	-4%	5%	-13%	-2%	-14%
CC(=C/C(=O)O)/C(=C/c1ccccc1)C(=O)O	7%	2%	8%	5%	1%	-6%	9%	10%

(next part)
SMILES	aGal spleen mod	GAA inh	RGS12 GoLoco inh	GAA spleen mod	KDM4E inh	GAA glycogen mod	ALDH1A1 inh	SMN2 splice up
COc1cc(CC(=O)OCC(=O)Nc2ccc3c(c2)OCO3)cc(OC)c1OC	1%	-1%	3%	-2%	-2%	-2%	-1%	5%
Cc1nn(C(C)c2n[nH]c(=S)n2-c2ccc(F)cc2)c(C)c1[N+](=O)[O-] (stereo unspecified)	6%	-4%	7%	2%	-6%	-3%	1%	26%
CC(OC(=O)C1CCC(=O)N1)C(=O)Nc1cc(Cl)cc(Cl)c1 (stereo unspecified)	3%	6%	-31%	0%	1%	2%	2%	18%
CCOc1ccc(-n2c(Cc3cc(=O)[nH]c(=O)[nH]3)nnc2SCC(N)=O)cc1	6%	5%	-1%	7%	?	3%	-1%	2%
COc1cc(C(=O)NCCC(=O)NC2CCCCCCC2)cc(OC)c1OC	9%	-1%	-7%	2%	4%	-6%	-3%	-7%
CCOC(=O)Cc1c(C)nc(N)[nH]c1=O	2%	10%	6%	8%	-22%	0%	11%	nt
CCCc1nn2c(=O)c(C(c3ccc(C)cc3)c3c(O)nc4sc(CCC)nn4c3=O)c(O)nc2s1	1%	-12%	8%	-9%	2%	-11%	?	6%
CNC(=O)NC(=O)CSc1nnc(-c2ccco2)n1Cc1ccccc1	9%	-3%	12%	4%	-3%	1%	1%	-15%
Nc1nc(Cl)cc(N2CCC(c3cc(-c4ccc(Cl)cc4Cl)n[nH]3)CC2)n1	0%	-5%	-4%	-10%	-4%	-13%	-2%	-69%[inhibitor]
Cn1c(SCC(=O)Nc2cc(S(=O)(=O)N3CCOCC3)ccc2N2CCOCC2)nnc1-c1ccncc1	7%	-9%	1%	5%	-2%	-4%	7%	-14%
CCOC(=O)Nc1ccc2c(c1)Nc1ccccc1S2	0%	-10%	-3%	2%	6%	14µM*	?	-7%
COC(=O)CNC(=O)COC(=O)/C=C/c1ccccc1[N+](=O)[O-]	5%	-5%	7%	-1%	-2%	0%	?	18%
Cc1ccc(CNC(=O)C(NS(=O)(=O)c2ccc3nc(C)sc3c2)C(C)C)cc1 (stereo unspecified)	-12%	?	4%	-9%	0%	-7%	22%	3%
O=C(Nc1ncnc2sc3c(c12)CCC3)c1ccco1	1%	-9%	7%	0%	-5%	-1%	?	2%
CCN(CC)C(=O)c1ccc(COc2ccccc2Br)o1	9%	-3%	-15%	-1%	-4%	-3%	?	-29%
Cc1ccc(C(=O)N(C)CC(=O)Nc2ccc(F)c(F)c2F)o1	-2%	3%	0%	-6%	0%	2%	5%	-36%[inhibitor]
O=S(=O)(NCC1CCCO1)c1ccc2c(c1)OCCO2 (stereo unspecified)	-1%	-3%	14%	-2%	6%	0%	?	-12%
Cc1ccc(-n2c(Cc3cccs3)nnc2SCC(=O)Nc2ccc(F)c(F)c2)cc1	4%	-8%	6%	-13%	0%	-3%	?	-6%
NC(=NCCc1c[nH]c2ccccc12)NC(=O)c1ccc(F)cc1	3%	nt	-1%	0%	1%	0%	nt	nt
O=C(NCc1ccc2c(c1)OCO2)C1CC(=O)N(c2ccc(F)cc2)C1 (stereo unspecified)	-2%	-5%	4%	-7%	-1%	-1%	5%	1%
COc1ccc(C/C(=N\O)c2ccc(OC)cc2)cc1	-2%	-3%	-1%	-14%	?	-2%	4%	?
Cc1nn(C)c(C)c1S(=O)(=O)N1CCC(CO)(Cc2ccc(Cl)cc2)CC1	-3%	?	-7%	-18%	-20%	9%	7%	nt
COc1cc(/C=N/NC(=O)NC2CCCCC2)cc(OC)c1O	-4%	nt	-9%	-1%	-19%	-9%	nt	nt
O=c1cccccc1NN=C1CCCCCC1	1%	nt	-9%	-3%	-4%	-25%	nt	nt
O=C(NCCO)c1cccc(Nc2nc(-c3ccccc3)c3cc(Cl)ccc3n2)c1	-4%	0%	9%	-6%	3%	-2%	-3%	-9%
O=c1[nH]c2cc3c(cc2cc1C(c1nnnn1CC1CCCO1)N1CCCCCC1)OCCO3 (stereo unspecified)	3%	5%	6%	-6%	?	16%	?	?
Cc1cc(C)n2nc(SCC(=O)c3ccccc3)nc2n1	4%	-5%	7%	-13%	0%	-4%	-2%	18%
N#Cc1nc(-c2ccc(Cl)cc2)oc1NCC1CCCO1 (stereo unspecified)	-7%	2%	7%	-13%	?	-25%	?	?
CN(C)S(=O)(=O)c1cc(NC(=O)CN2CCOCC2)ccc1Cl	0%	0%	8%	nt	1%	8%	-7%	13%

ALDH1A1 inh, entries above that show a hit.
mol | aGal spleen mod | GAA inh | RGS12 GoLoco inh | GAA spleen mod | KDM4E inh | ALDH1A1 inh
O=C(COc1ccc([N+](=O)[O-])cc1)N/N=C/c1cc([N+](=O)[O-])ccc1N1CCOCC1 | 2% | -1% | -10% | -18% | 1% | 3.5µM*

Some of the compounds tested; the hit share may differ from the screen's.
